Screens deposited in PubChem by Sanford-Burnham Center for Chemical Genomics.
MPTP block = inhibitors of mitochondrial permeability transition pore. hit rate 1.4% among 360,000. inhibition, % at 10 µM. isolated mouse mitochondria, Ca2+ swelling absorbance, 30 min;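 active = inhibition of 50% or more, scaled per plate between neutral and stimulator controls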;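 also: 0% = DMSO wells given calcium and 100% = 1 mM EGTA wells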
APOBEC3A inh = inhibitors of human APOBEC3A DNA deaminase. P31941. recombinant A3A, FAM/TAMRA ssDNA deamination fluorescence. inhibition, % at 20 µM. hit rate 0.41% among 330,000;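 active = at least 40% inhibition at 20 µM here, with at most 30% in a related deaminase screen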;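 also: plate controls were A3A with DMSO for no effect and wells lacking A3A enzyme for full effect; some results filed as inactive read as strong as hits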
A3G deaminase = APOBEC3G (human) deaminase inhibition; Q9HC16; inhibition, % at 20 µM; hit rate 0.28% among 330,000; AID 493012; recombinant A3G, ssDNA deamination FAM/TAMRA fluorescence;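 active = inhibition of at least 40% at 20 µM, with no more than 30% in the related APOBEC3A deaminase screen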;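 also: plate controls were DMSO wells with A3G for no effect and wells lacking A3G enzyme for full effect; some compounds called inactive have numbers as strong as hits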
Target sequence (Q9HC16 whole entry, looked up): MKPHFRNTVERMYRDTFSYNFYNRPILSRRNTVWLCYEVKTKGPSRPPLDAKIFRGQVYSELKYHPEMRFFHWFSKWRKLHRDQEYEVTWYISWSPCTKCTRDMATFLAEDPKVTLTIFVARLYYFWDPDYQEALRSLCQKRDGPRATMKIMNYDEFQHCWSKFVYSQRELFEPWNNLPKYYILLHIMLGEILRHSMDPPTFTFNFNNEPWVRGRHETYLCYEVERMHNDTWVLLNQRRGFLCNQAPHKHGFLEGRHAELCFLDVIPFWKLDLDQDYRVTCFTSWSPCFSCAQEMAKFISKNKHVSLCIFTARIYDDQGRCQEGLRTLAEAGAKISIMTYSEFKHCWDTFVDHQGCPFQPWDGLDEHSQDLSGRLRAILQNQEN
hIAP inh = human IAP inhibition. hit rate 0.12% among 330,000. inhibition, % at 10 µM. P09923. purified IAP, CDP-Star luminescence, 30 min. AID 2544;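 active = inhibition reaching a set limit with compound at 10 µM in the primary screen, cut at about 35% in these data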;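 also: plate controls were DMSO wells with enzyme for no effect and no-enzyme buffer wells for full effect; values of inactives mirror those of a sister screen read the other way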
Target sequence (P09923 whole entry, looked up): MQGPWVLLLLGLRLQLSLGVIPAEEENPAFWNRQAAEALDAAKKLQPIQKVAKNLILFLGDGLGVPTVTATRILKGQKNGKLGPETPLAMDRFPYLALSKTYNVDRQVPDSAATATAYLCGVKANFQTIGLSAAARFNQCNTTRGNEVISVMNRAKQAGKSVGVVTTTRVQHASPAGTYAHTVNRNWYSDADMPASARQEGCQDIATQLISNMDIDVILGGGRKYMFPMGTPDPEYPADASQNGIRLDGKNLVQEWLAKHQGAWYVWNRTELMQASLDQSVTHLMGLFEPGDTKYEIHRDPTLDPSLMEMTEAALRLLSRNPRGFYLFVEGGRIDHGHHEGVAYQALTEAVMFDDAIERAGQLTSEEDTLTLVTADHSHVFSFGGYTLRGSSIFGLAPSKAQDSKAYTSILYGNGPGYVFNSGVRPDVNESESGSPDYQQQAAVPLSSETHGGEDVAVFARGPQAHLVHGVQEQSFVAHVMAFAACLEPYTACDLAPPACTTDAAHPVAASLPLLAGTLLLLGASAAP
mIAP block = mouse IAP inhibition; purified mouse IAP, CDP-Star luminescence, 30 min; inhibition, % at 10 µM; hit rate 0.2% among 330,000;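 active = inhibition of at least 40% at 10 µM in the primary screen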;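 also: plate controls were DMSO with enzyme for no effect and no enzyme wells for full effect; values of inactives mirror those of a sister screen read the other way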
GRIN3A LBD mod = modulates the human NR3A ligand-binding domain. AID 1259313. Tm shift relative to glycine control, % at 25 µM. NR3A LBD differential scanning fluorimetry, Tm shift; 0% = protein alone, 100% = glycine-bound protein. hit rate 2.5% among 340,000;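 active = melting temperature shift of at least 10% of the positive control shift, at one fixed dose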
mIAP act = mouse IAP activation; hit rate 0.24% among 330,000; muIAP, CDP-Star luminescence, 30 min; active compounds read high; 1 = vehicle-only enzyme signal, 0 = enzyme-free wells; activation factor at 10 µM;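 active = activation factor of at least 2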; also: the source names both 10 and 20 µM as test concentration; values of inactives mirror those of a sister screen read the other way
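Assay system: mouse IAP enzyme; Reagent: CDP-Star chemiluminescent phosphatase substrate; Compound: DMSO-dissolved test compounds; Incubation: 30 min, room temperature; Technique: luminescence from enzymatic CDP-Star hydrolysis; Controls: DMSO-only wells and no-enzyme negative control.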
beta cell repl = MIN6 beta-cell proliferation induction | MIN6 cells proliferation, ATPlite luminescence, 48 h; cells starved in 0.2% serum; 100% = growth in 10% serum | proliferation, % at 10 µM | hit rate 0.29% among 330,000 | AID 2380;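 active = compounds whose signal lies at least 3.5 SD above the mean of all wells on their plate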;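 also: 0% = DMSO-treated cells in low-serum medium and 100% = 10% serum control; some compounds called inactive have numbers as strong as hits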
hIAP act = increases human intestinal alkaline phosphatase activity. hit rate 0.16% among 330,000. purified human IAP, CDP-Star luminescence, 30 min; active compounds read high; 1 = vehicle-only enzyme, 0 = enzyme-free background. activation factor at 10 µM. AID 2524;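 active = activation factor of the enzyme at least 2-fold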; also: the source names both 10 and 20 µM as test concentration; values of inactives mirror those of a sister screen read the other way
* hit, by the source's call; / = not tested or not shown.

SMILES	MPTP block	APOBEC3A inh	A3G deaminase	hIAP inh	mIAP block	GRIN3A LBD mod	mIAP act	beta cell repl	hIAP act
COc1cccc(CN2CCC(n3nccc3NC(=O)C3CC3)CC2)c1	-1.9	-6	-7	-10	1	3	0.99	-3	1.1
CC(=Nc1ccc(C)c(C)c1)C1=C(O)CSC1=O	-0.1	-3	-8	11	-8	-5	1.1	1	0.89
N#Cc1cnc(SCCc2ccccc2)nc1N	-1.8	1	1	7	-2	-3	1	1	0.93
Cc1ccccc1OCc1nnc(SCC(=O)NCc2ccco2)n1C	-0.7	-5	-12	6	1	-1	0.99	-1	0.94
O=C(NCCc1ccccc1)C(=O)NCC1CCCN1S(=O)(=O)c1cccs1 (stereo not given)	-1.4	-1	-6	3	1	0	0.99	0	0.97
CCOc1ccc(C(=O)Cn2cnc3ccccc3c2=O)cc1	0.1	0	-2	0	4	1	0.96	0	1
COc1cccc(NC(=O)c2nnn(CCc3ccccc3)c2N)c1	0.2	0	-7	0	-12	0	1.1	0	1
O=C(NCCSc1ccccc1)c1ccccc1Cl	0.5	2	2	-9	-14	0	1.1	0	1.1
CCC(C)Nc1nc2c(c(=O)[nH]c(=O)n2C)n1CCOc1ccccc1 (stereo not given)	0.6	-2	-7	-18	-1	-2	1	-4	1.2
COc1ccc(-c2noc(CN(C)Cc3ccccc3)n2)cc1	1.0	0	-5	0	9	4	0.91	0	1
CCCCCCCCC(=O)N/N=C/c1ccccn1	0.8	-4	-2	-3	1	1	0.99	-3	1
Cc1ccc(/C=N/NC(=O)C(C)Oc2ccccc2[N+](=O)[O-])s1 (stereo not given)	9.9	-4	-1	18	5	-2	0.95	0	0.82
CC(Sc1nnc(C2CC2)n1C1CC1)C(=O)Nc1ccccc1C#N (stereo not given)	-0.8	1	-5	1	-9	2	1.1	-1	0.99
N=C1C(c2nc3ccccc3s2)=C(O)CN1Cc1ccco1	-0.4	-3	-8	20	3	-2	0.97	-2	0.8
CCOC(=O)N1CCC(NC(=O)C2CCN(c3nc(-c4ccc(OC)cc4)no3)CC2)CC1	2.7	1	-2	-7	2	-4	0.98	-2	1.1
N#Cc1ccc(N2C(=O)[C@@H]3C(C(=O)c4cnccn4)=NN[C@@H]3C2=O)cc1	-0.3	-3	-2	17	9	0	0.91	-1	0.83
c1ccn2c(CNc3ncnc4sccc34)nnc2c1	0.6	0	0	3	2	0	0.98	0	0.97
O=C(NC1CCCCC1)c1cc([N+](=O)[O-])ccc1N1CCOCC1	-1.8	-3	-2	5	-2	-3	1	4	0.95
C(/C=C/c1ccccc1)=N/N1CCN(c2ccccc2)CC1	-0.3	-3	-8	9	2	-1	0.98	-4	0.91
O=C(COc1ccccc1C(=O)Nc1ccccc1)c1ccc(Br)cc1	4.5	0	-3	-4	9	1	0.91	-1	1
O=C(Nc1cc(=O)[nH]c2nc(-c3ccccc3)nn12)c1ccccc1Cl	3.7	-7	-7	-12	-11	-1	1.1	0	1.1
Cn1/c(=N/N=C/c2ccccn2)sc2ccccc21	0.0	0	-6	19	4	1	0.96	-1	0.81
CC(C)(C)NC(=O)C(c1cccs1)N(Cc1ccco1)C(=O)c1csnn1 (stereo not given)	-0.3	-3	-9	5	1	0	0.99	-3	0.95
CN1CCN(CCCCOc2ccccc2-c2ccccc2)CC1	1.0	1	-3	11	-3	2	1	-2	0.89
CN(C)S(=O)(=O)Oc1ccc(C(=O)Nc2cccc(C(F)(F)F)c2)cc1	74*	4	3	-24	-6	-1	1.1	-5	1.2
COc1cc(F)cc(-c2ccc3c(c2)c(-c2cccs2)c(-c2cc(OC)cc(OC)c2)n3C)c1	1.1	3	0	-14	10	0	0.9	-3	1.1
Cc1cc2c(cc1S(=O)(=O)CCC(=O)N1CC(C)CC(C)C1)OCC(=O)N2 (stereo not given)	-0.9	-2	-11	5	-6	-1	1.1	-3	0.95
Cc1ccccc1CN1CCC(n2nccc2NC(=O)c2ccc3c(c2)OCO3)CC1	-0.1	5	-5	-6	-14	1	1.1	-2	1.1
COc1ccc(NC(=O)COC(=O)C2C3CC4OC(=O)C2C4C3)cc1 (stereo not given)	-0.6	-3	-5	-7	0	-2	1	-3	1.1
CCOc1ccc(NC(=O)CN2C(=O)C(C)SC(C)C2=O)cc1 (stereo not given)	0.9	-6	-3	-18	0	-2	1	0	1.2
O=C(NCCc1ccc(Cl)cc1)c1ccc(S(=O)(=O)N2CCCC2)cc1	-3.1	14	6	10	-3	-2	1	0	0.9
COc1ccccc1CC(=O)c1ccc(OCc2ccccc2)cc1	3.0	1	-4	6	18	1	0.82	-5	0.94
O=C1N[C@H](Cc2c[nH]c3ccccc23)COC(=O)[C@H](Cc2ccc(F)cc2)C/C=C\C[C@H]1CC(=O)N(CCO)Cc1ccccc1	-1.6	1	-6	-7	-1	-9	1	-6	1.1
COc1cc(/C=C/C(=O)OCc2cn3cc(Cl)ccc3n2)ccc1O	2.3	-3	-5	8	1	1	0.99	-2	0.92
Cc1ccc(Br)cc1S(=O)(=O)Nc1cccnc1	0.6	-7	-9	-11	-6	0	1.1	-1	1.1
COc1ccc(S(=O)(=O)NCC2CCCN(C(=O)c3occc3C)C2)cc1 (stereo not given)	-0.5	4	0	-2	-12	1	1.1	-2	1
Clc1cccc(Nc2ncnc3c2cnn3-c2ccccc2)c1	2.9	-3	-9	-4	-7	-2	1.1	-6	1
Nc1cccc(C(=O)OCC(=O)c2ccccc2)c1	0.3	-3	-7	8	-1	0	1	-3	0.93
COc1ccc(-n2nnnc2/C=C\Nc2ccc(C)cc2)cc1	3.1	-1	6	-76	-13	-5	1.1	-4	1.8
CN(C(=O)COC(=O)c1ccccc1Cc1ccccc1)c1c(N)n(Cc2ccccc2)c(=O)[nH]c1=O	-0.3	17	-7	4	7	0	0.93	-1	0.96
CS(=O)(=O)N(CCc1ccccc1)CC(=O)N1CCCC1	-2.1	-1	-6	6	-4	0	1	0	0.94
COc1ccc(C(CC(=O)N2CCCC(C)C2)c2c(O)cc(OC)cc2OC)cc1 (stereo not given)	0.2	4	1	-30	0	0	1	-1	1.3
CCCc1[nH]nc2c1C(c1ccc(O)cc1OCC)C(C#N)=C(N)O2 (stereo not given)	1.6	-4	-1	-35	26	-2	0.74	-2	1.3
O=C(CSc1nc2ccccc2c(=O)n1Cc1ccco1)N1CCCC1	2.1	0	4	26	2	-1	0.98	0	0.73
CCCS(=O)(=O)N1CCN(Cc2ccccc2OCC)CC1	0.6	-4	-4	4	-6	1	1.1	0	0.96
COCCNC(=S)NC1CC2CCCC(C1)N2Cc1ccco1 (stereo not given)	1.0	-1	-5	-16	-15	-1	1.2	-3	1.2
c1ccc2c(c1)nc(N1CCOCC1)c1nnnn12	-2.6	-4	-4	7	9	0	0.91	5	0.93
Cc1ccc(N2CCOCC2)c2c1C(=O)c1ccccc1C2=O	1.9	-2	-5	16	9	-1	0.91	-3	0.84
O=C(NC1CCCC1)c1cc2c(ccc3ccccc32)o1	-2.4	2	4	-18	-10	-1	1.1	-4	1.2
Nc1ccc2nc[nH]c2c1	2.9	-2	-8	3	8	-2	0.92	1	0.97
CCCC1(CCC)NC(=O)N(CC(=O)Nc2ccccc2OC)C1=O	1.0	-1	0	-5	-3	-4	1	-2	1
COc1cc2cc(CN(Cc3cccnc3)C(=O)Nc3ccccc3)c(=O)[nH]c2cc1OC	-1.5	0	-9	-12	-6	-1	1.1	0	1.1
O=C(NC1CCCCC1)C(c1ccncc1)N(C(=O)c1csnn1)c1ccccc1 (stereo not given)	-0.1	-2	-2	-9	-5	-2	1	2	1.1
C=CCO/N=C/C1C(=O)CC(C)(C)CC1=O	0.7	-5	-8	7	6	-4	0.94	-1	0.93
CCCCn1c(C(C)NC(=O)c2cccs2)nc2ccccc21 (stereo not given)	-1.0	2	-3	1	7	-2	0.93	-2	0.99
Cn1c(=O)cc(SCC(=O)N2CCOCC2)c2ccc(Cl)cc21	1.0	0	-2	-1	-5	-1	1.1	-3	1
CCN(Cc1cnn(C)c1)C(=O)CC1C(=O)NCCN1Cc1cccc(OC)c1OC (stereo not given)	-1.2	-3	-6	-8	6	-1	0.94	-3	1.1
COc1ccc(S(=O)(=O)N2CCCC(C(=O)N3CCOCC3)C2)cc1C (stereo not given)	-3.7	0	2	1	2	1	0.98	-1	0.99
O=[N+]([O-])c1ccc(N2CCN(CCO)CC2)cc1NCc1ccco1	0.4	-3	-5	21	18	-1	0.82	2	0.79
O=C(O)CSc1nnc(C2CC2)n1-c1ccccc1	-1.0	-3	-2	8	3	0	0.97	3	0.92
Carrying on:
SMILES	MPTP block	APOBEC3A inh	A3G deaminase	hIAP inh	mIAP block	GRIN3A LBD mod	mIAP act	beta cell repl	hIAP act
COc1ccc(C(=O)C2CCN(C(=O)c3ccc(OC)cc3)CC2)cc1	-0.8	0	-23	-22	-1	-2	1	-1	1.2
COc1ccc(/C=N/NC2=NS(=O)(=O)c3ccccc32)cc1	1.9	-3	-3	11	18	2	0.82	-1	0.89
COc1ccc(C(=O)NCC(=O)OCC(=O)Nc2sccc2C#N)cc1OC	0.0	-1	1	-5	3	-1	0.97	3	1.1
Cc1ccccc1NC(=S)Nc1ccc2[nH]c(=O)[nH]c2c1	0.8	-2	-8	-1	14	2	0.86	2	1
CCN(CC)C(=O)CN1C(=O)C(=O)c2ccccc21	0.3	-1	4	-2	-7	-3	1.1	2	1
COc1ccc(CNC(=O)CN(CC2CCCO2)C(=O)CNS(=O)(=O)c2ccc(C)cc2)cc1 (stereo not given)	1.4	-5	-7	3	6	0	0.94	2	0.97
CCCCN(CC)CCNC(=O)c1cc2c(=O)n(C)c3ccccc3c2n1C	-0.7	3	-10	-13	-4	-1	1	-6	1.1
O=C(Nc1cccc(-c2csc(Nc3ccccc3)n2)c1)c1ccccc1	0.6	-1	-11	8	-6	11*	1.1	-9	0.92
CCCOc1c(Br)cc(C(=O)NCC)cc1OC	-2.8	-1	-2	-14	2	-3	0.98	2	1.1
Cc1ccc(-c2nc(S(=O)(=O)c3ccc(C)cc3)c(SCC(N)=O)o2)cc1	0.9	-4	-7	11	12	-3	0.88	-4	0.89
Cc1cccc(NC(=O)C2CCCN2/C=C/C(=O)C(F)(F)F)c1C (stereo not given)	1.3	-1	-1	13	-1	10	1	3	0.87
Cc1ccc(CSc2nc3c(c(=O)[nH]2)CCC3)cc1	0.1	-3	-2	-8	5	-1	0.95	-1	1.1
O=C(NCCCN1CCOCC1)c1ccc(CSCc2cccc(Cl)c2)o1	1.7	-11	-7	-14	-9	-2	1.1	-4	1.1
O=C(CCCN1C(=O)c2ccccc2C1=O)N1CCN(c2ccccn2)CC1	0.3	1	-4	-9	2	0	0.98	-2	1.1
Cc1cc(C)n(CC(=O)c2ccc(Cl)cc2)n1	2.2	-5	-3	2	-6	0	1.1	6	0.98
CN(C)S(=O)(=O)c1cc(NC(=O)c2cc(=O)[nH]c3ccccc23)ccc1Cl	/	3	-9	-1	-1	/	1	1	1
COc1cccc(-c2sc3ccc(OC)cc3c2C#CC(C)(C)O)c1	2.5	-5	-4	-10	-2	-11	1	-7	1.1
